RXFP1 agonist – activates the human relaxin receptor RXFP1; AID 2676; HEK293T-RXFP1 cAMP TR-FRET, 30 min; response scale: percent of porcine relaxin response, buffer zero; Q9HBX9; Potency, µM (doses to about 57.5 µM), for inactives: top-dose activation, most hits filed as activators; 370,000 compounds, 0.3% hits; also: % is scaled to controls: 0 for no effect and ±100 for the full control effect; nearly all actives have a fitted effect of over 60% in size; many of its hits are not listed in these tables
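Agonist response is measured as cAMP accumulation in an RXFP1-transfected HEK293T line under PDE4 inhibition. Values are scaled between buffer-only and 29 nM porcine relaxin, and EC50s come from standard Hill equation fits.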
Vif-A3F inh – inhibitors of Vif-A3F interaction; HeLa A3F-eYFP + Vif (tagged APOBEC3F with the HIV-1 protein that degrades it), YFP fluorescence increase; Potency, µM (highest dose often 46.1 µM), for inactives: at the highest dose activity, negative = active; 390,000 compounds, 0.2% hits; also: % of control where 0% means no effect; nearly all actives have a fitted effect of over 65% in size
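HeLa cells stably expressing Vif plus C-terminally eYFP-tagged A3F were seeded, incubated overnight at 37 deg C, dosed with compound, incubated overnight again at 37 deg C. Yellow fluorescence (Ex 488/Em 500-530) reported blocked Vif-mediated A3F-eYFP degradation.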
IDH1 R132H inh – human IDH1 R132H inhibition; 390,000 compounds, 0.093% hits; Potency, µM (top dose mostly 76.6 µM), inactives show at the highest dose activity change, negative = inhibition, most hits filed as inhibitors; IDH1-R132H enzyme, NADPH consumption, diaphorase/resazurin fluorescence; also: % is scaled to controls: 0 for no effect and ±100 for the full control effect; nearly all actives have a fitted effect of over 65% in size
Target sequence (O75874 whole entry R132H, stated change not applied): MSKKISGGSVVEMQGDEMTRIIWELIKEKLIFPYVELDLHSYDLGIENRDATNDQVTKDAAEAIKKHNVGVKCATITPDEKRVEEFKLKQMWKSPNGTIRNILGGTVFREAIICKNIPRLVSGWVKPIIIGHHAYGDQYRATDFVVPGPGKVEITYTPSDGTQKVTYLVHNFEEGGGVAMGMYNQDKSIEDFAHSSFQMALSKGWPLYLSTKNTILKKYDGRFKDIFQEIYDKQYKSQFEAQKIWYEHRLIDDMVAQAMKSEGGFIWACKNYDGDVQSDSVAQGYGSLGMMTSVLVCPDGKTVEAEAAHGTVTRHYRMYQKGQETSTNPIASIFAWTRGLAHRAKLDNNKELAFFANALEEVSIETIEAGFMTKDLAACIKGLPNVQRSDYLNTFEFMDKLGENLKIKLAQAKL
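IDH1-R132H (0.5 ug/mL) preincubated 30 min with compound, then NADPH (0.016 mM) and alpha-KG (2 mM) added; 80 min at RT, pH 7.5. Remaining NADPH coupled via diaphorase/resazurin to fluorescence (540/590 nm); concentration-response curves normalized to no-enzyme control.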
RGS4 inhibitor – blocks human RGS4-accelerated GTP hydrolysis | Transcreener GDP fluorescence polarization, RGS4-accelerated GTP hydrolysis | P49798 | 390,000 compounds, 0.039% hits | Potency, µM (top dose mostly 114 µM), without a hit: at the top dose activity change, negative = inhibition, hits mostly inhibitors; also: % is scaled to controls: 0 for no effect and ±100 for the full control effect; nearly all actives have a fitted effect of over 75% in size; some results filed as inactive show a strong effect at the top dose
Target sequence (P49798 whole entry, looked up): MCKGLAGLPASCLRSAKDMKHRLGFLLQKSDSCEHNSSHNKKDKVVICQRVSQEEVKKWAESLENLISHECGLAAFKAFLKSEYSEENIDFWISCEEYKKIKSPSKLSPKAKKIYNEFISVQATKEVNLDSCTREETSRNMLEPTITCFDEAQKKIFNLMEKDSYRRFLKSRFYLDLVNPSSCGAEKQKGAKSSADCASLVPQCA
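MLSMR compounds (23 nl, pin-transferred) preincubated 10 min at room temperature with a 500nM (2x) first reagent, then RGS4 at 900nM (2x) plus Transcreener GDP mix added; fluorescence polarization (620/688 nm) read before and after 90 min at 30 °C.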
TrxR1 inh – inhibitors of rat thioredoxin reductase 1; Potency, µM (doses to about 114 µM), for inactives: at the highest dose activity change, negative = inhibition, hits mostly inhibitors; 390,000 compounds, 1% hits; recombinant rTrxR1, NADPH fluorescence consumption, selenite substrate; O89049; also: % is scaled to controls: 0 for no effect and ±100 for the full control effect; nearly all actives have a fitted effect of over 65% in size
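Rat TrxR1 (90 nM in the dispensed reagent) was pre-reduced with 400 uM NADPH for 5 min at room temperature, then incubated with compound for 15 min. After 400 uM selenite was added, NADPH fluorescence (Ex 340/Em 450 nm) was followed for 8 min.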
USP1-UAF1 inh – inhibitors of human USP1/UAF1 deubiquitinase; O94782; recombinant USP1/UAF1, Ub-Rhodamine cleavage fluorescence; 390,000 compounds, 0.23% hits; Potency, µM (highest dose often 57.1 µM), for the others: at the top dose activity change, negative = inhibition, hits mostly inhibitors; also: % is scaled to controls: 0 for no effect and ±100 for the full control effect; nearly all actives have a fitted effect of over 60% in size; inactives centre near -12
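High-throughput fluorogenic screen: 1nM USP1/UAF1 complex, Ub-Rho substrate 150nM final, 50mM HEPES pH 7.8 with 0.5mM EDTA, 0.1 mg/ml BSA, 1mM TCEP and 0.01% Tween-20.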
Vif-APOBEC3G blk – Vif-A3G binding inhibition. Potency, µM (titrated, usually from 46.1 µM), without a hit: at the highest dose activity, negative = active, hits mostly inhibitors. HeLa A3G-eYFP + Vif (tagged APOBEC3G with the HIV-1 protein that degrades it), YFP fluorescence, overnight. 410,000 compounds, 0.076% hits. Q9HC16;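 also: % is scaled to controls: 0 for no effect and ±100 for the full control effect; nearly all actives have a fitted effect of over 60% in size; hits raise eYFP signal because A3G escapes Vif-driven loss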
Target sequence (Q9HC16 whole entry, looked up): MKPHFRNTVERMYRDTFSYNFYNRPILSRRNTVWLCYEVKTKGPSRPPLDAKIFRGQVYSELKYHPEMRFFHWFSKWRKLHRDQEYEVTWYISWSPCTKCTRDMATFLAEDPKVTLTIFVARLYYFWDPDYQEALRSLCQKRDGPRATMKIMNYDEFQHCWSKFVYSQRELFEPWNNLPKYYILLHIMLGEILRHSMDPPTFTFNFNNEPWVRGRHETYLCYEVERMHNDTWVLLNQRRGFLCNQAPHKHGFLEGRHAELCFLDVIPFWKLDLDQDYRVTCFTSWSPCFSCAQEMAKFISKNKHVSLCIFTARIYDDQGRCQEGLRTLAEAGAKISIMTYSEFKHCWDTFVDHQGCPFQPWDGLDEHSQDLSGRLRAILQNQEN
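HeLa cells stably expressing Vif and C-terminally eYFP-tagged A3G, seeded overnight at 37 deg C, then exposed to compound by pintool overnight at 37 deg C. Rise in yellow fluorescence (Ex 488/Em 500-530, Acumen) marks blocked Vif-driven A3G degradation.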
TrxR1 substrate – rat thioredoxin reductase 1 substrate activity. 390,000 compounds, 0.01% hits. purified TrxR1 substrate turnover, NADPH consumption readout. Potency, µM (titrated, usually from 114 µM), for the others: at the highest dose activity change, negative = substrate turnover. O89049. AID 588456; also: % is scaled to controls: 0 for no effect and ±100 for the full control effect; nearly all actives have a fitted effect of over 50% in size
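Rat TrxR1, dispensed at 90 nM, was prereduced with 400 uM NADPH (final) for 5 min at ~22 deg C, then incubated with compound 15 min before 400 uM selenite. A first-read NADPH fluorescence drop versus no-compound background flagged substrates.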
12-LOX inh – ALOX12 (human) lipoxygenase inhibition | P18054 | purified 12hLO, xylenol orange hydroperoxide absorbance | Potency, µM (highest dose often 108 µM), without a hit: at the highest dose activity change, negative = inhibition, actives largely listed as inhibitors | 580,000 compounds, 1.1% hits; also: % is scaled to controls: 0 for no effect and ±100 for the full control effect
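Hydroperoxide product was detected by ferrous iron/xylenol orange as the 573 to 405 nm absorbance ratio. Arachidonic acid at 40 uM (final) was turned over for 30 min at room temperature by 150 nM human 12hLO, pH 7.0 Hepes buffer, after 15 min compound preincubation.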
* = called active by the depositor; u = inconclusive; x = not tested or not shown; [ ] = dose if it differs, or a comment. Calls follow the shape of the dose curve; as a rule, active = well fitted curve in the direction sought with a large enough effect; inconclusive = small, poorly fitted or top-dose-only effect, or another doubt; inactive = no such curve, though single readings can be large; an effect the other way counts as inactive or inconclusive. Potency is read from the fitted curve at half-maximal effect. These rows are one share of the data (hit frequency here may not be typical).

SMILES | RXFP1 agonist | Vif-A3F inh | IDH1 R132H inh | RGS4 inhibitor | TrxR1 inh | USP1-UAF1 inh | Vif-APOBEC3G blk | TrxR1 substrate | 12-LOX inh
O=C(c1ccc2c(c1)N(Cc1ccc(Cl)cc1)C(=O)c1ccccc1S2=O)N1CCC(Cc2ccccc2)CC1 (stereo not given) | 0.4% | -4% | 1% | 6% | 29% | -13% | -3% | 5% | -22%
O=C(CCn1cnc2ccccc2c1=O)Nc1nc(-c2ccc(Br)cc2)cs1 | -1.5% | -17% | 0% | -13% | 49%[activator] | -4% | 0% | 19% | u
O=c1onc(-c2ccc(Cl)cc2Cl)n1-c1cccnc1 | -0.8% | 3% | 7% | 8% | -5%[57.1 µM] | -1% | 0% | 0%[57.1 µM] | -11%
CCCCN1c2cc(C)c(O)cc2C(C(=O)OCC)C1C (stereo not given) | 2.9% | 0% | 5% | 16% | 19% | -16% | 1% | 3% | 9%
Cc1nc2ccc(NC(=O)C3CCN(S(=O)(=O)c4cccs4)CC3)cc2s1 | 0.7% | 0% | -5% | -9%[56.9 µM] | 6% | 2% | 0% | -6% | 44%[activator]
Cc1cc2oc(C(=O)Nc3ccc(S(=O)(=O)Nc4onc(C)c4C)cc3)cc(=O)c2cc1Cl | 4.6% | -2% | -2% | -19% | -4% | -15% | -6% | 2% | 5%
O=C(CCN1CCc2ccccc2C1)Nc1ccc(F)cc1 | 1.3% | 0% | -3% | 17% | -6% | -6% | -2% | -5% | u
Cc1ccccc1NC(=O)Cc1nc(COC(=O)c2ccc(S(C)(=O)=O)c([N+](=O)[O-])c2)cs1 | 4.5% | -1% | -16% | 0% | 3.2µM* | -3% | u | -3% | x
N#CC1=C(O)C(c2ccccc2)n2c1nc(=O)c1ccccc12 (stereo not given) | 0.7% | -7% | 4% | 1% | -18% | -13% | 0% | 173%[activator] | 11%
O=C(CSc1nc2[nH]ncc2c(=O)[nH]1)Nc1cc(C(F)(F)F)ccc1Cl | x | -4% | 0% | x | x | -11% | -4% | x | -6%
Cc1cccc(Nc2ccc(C(=O)N3CCOCC3)cn2)c1 | 1.2% | 12% | 4% | -3% | 7% | -21% | 1% | -1% | 19%
O=C(O)c1cccc(N2C(=O)c3cccc4cccc(c34)C2=O)c1 | 24% | 2% | -2% | 23% | -15%[57.1 µM] | 2% | -1% | 2%[57.1 µM] | 2%
COC(=O)Cc1csc(Nc2ccccc2)n1 | 1.3% | -11% | 1% | -3% | -7% | -13% | 1% | -10% | -22%
CSc1cccc(NC(=S)N2CCC(N(C)C3CCCC3)CC2)c1 | 2.5% | -2% | 0% | -29% | -12% | -17% | 1% | 8% | 0%
Nc1ncnc(Nc2ccccn2)c1[N+](=O)[O-] | 9.1% | -24% | -8% | -3% | -17%[57.1 µM] | -8% | 5% | -13%[57.1 µM] | 3%
COC(=O)c1ccccc1NC(=O)Cn1nc(C(F)(F)F)c2c1CCC2 | 2.3% | 1% | 7% | -25% | 1% | -27% | 1% | -7% | -7%
Cc1cc(NS(=O)(=O)c2ccc(NC(=O)COc3ccccc3Br)cc2)no1 | 7.1% | 1% | -13% | -14% | 21% | -15% | -4% | 0% | -6%
CCCCNC(=O)c1cc(Sc2ccc(OCC)cc2)nc2ccccc12 | u | 1% | -3% | 16% | 20%[57.1 µM] | -19% | 6% | 0%[57.1 µM] | -12%
Cc1nc(CCNC(=O)Cc2ccc(F)cc2)cs1 | 0.5% | 3% | -7% | -19% | 10%[57.1 µM] | -15% | 2% | 5%[57.1 µM] | -2%
Cc1ccc(C(=O)N[C@H](C(=O)OCC(=O)NC2CCS(=O)(=O)C2)C(C)C)cc1 (stereo not given in full) | 1.0% | 4% | 3% | -9% | -7% | -8% | 0% | -12% | -25%

Rewritten as a markdown table: entries from further up
| structure | RXFP1 agonist | Vif-A3F inh | IDH1 R132H inh | RGS4 inhibitor | TrxR1 inh | USP1-UAF1 inh | Vif-APOBEC3G blk | TrxR1 substrate | 12-LOX inh |
| --- | --- | --- | --- | --- | --- | --- | --- | --- | --- |
| CSc1cccc(NC(=S)N2CCC(N(C)C3CCCC3)CC2)c1 | 2.5% | -2% | 0% | -29% | -12% | -17% | 1% | 8% | 0% |
| Nc1ncnc(Nc2ccccn2)c1[N+](=O)[O-] | 9.1% | -24% | -8% | -3% | -17%[57.1 µM] | -8% | 5% | -13%[57.1 µM] | 3% |
| COC(=O)c1ccccc1NC(=O)Cn1nc(C(F)(F)F)c2c1CCC2 | 2.3% | 1% | 7% | -25% | 1% | -27% | 1% | -7% | -7% |
| Cc1cc(NS(=O)(=O)c2ccc(NC(=O)COc3ccccc3Br)cc2)no1 | 7.1% | 1% | -13% | -14% | 21% | -15% | -4% | 0% | -6% |
| CCCCNC(=O)c1cc(Sc2ccc(OCC)cc2)nc2ccccc12 | u | 1% | -3% | 16% | 20%[57.1 µM] | -19% | 6% | 0%[57.1 µM] | -12% |

Shown as a hit in TrxR1 inh (from the list above):
molecule	RXFP1 agonist	RGS4 inhibitor	TrxR1 inh	USP1-UAF1 inh	TrxR1 substrate	12-LOX inh
Cc1ccccc1NC(=O)Cc1nc(COC(=O)c2ccc(S(C)(=O)=O)c([N+](=O)[O-])c2)cs1	4.5%	0%	3.2µM*	-3%	-3%	x

Continued:
SMILES | RXFP1 agonist | Vif-A3F inh | IDH1 R132H inh | RGS4 inhibitor | TrxR1 inh | USP1-UAF1 inh | Vif-APOBEC3G blk | TrxR1 substrate | 12-LOX inh
C=C(C)[C@@H]1C2=CC(C(=O)OC)=C(C[C@@H](C(=C)C)[C@H]3O[C@H]3C3=C[C@H]1OC3=O)O2 | x | x | x | -44% | 11µM* | x | x | -7% | -4%
Oc1ccc(C[C@H]2CNC(=S)N2CC2CCCN2C[C@H](Cc2ccc(O)cc2)N2C[C@H](Cc3ccc(O)cc3)N(CC3CCCCC3)C2=S)cc1 (stereo not given in full) | x | 3% | -9% | 15% | 11% | u | -1% | -3% | u
Cc1cc(C)cc(NC(c2nnc(-c3cccc(F)c3)o2)c2ccc(F)cc2Cl)c1 (stereo not given) | 2.9% | -8% | -16% | 0% | 22% | u | -1% | -4% | -6%
C=CCOc1ccccc1CNc1ccc2c(c1)OCCO2 | -0.8% | -1% | 4% | -36% | 12%[57.1 µM] | -19% | -12% | 12% | x
O=C(c1cnccn1)N1CCc2c([nH]c3ccccc23)C1c1cccc(Cl)c1 (stereo not given) | 1.8% | 8% | -1% | 10% | 18% | -16% | u | -1% | -9%
O=C(COCc1cc(-c2ccco2)on1)NC1CCCCC1 | 0.7% | -8% | -2% | -3% | -32% | -7% | -6% | -9% | -1%
COc1ccc(C(=O)NNc2ncnc3c2cnn3-c2ccccc2)cc1 | -1.9% | 4% | -14% | -4% | 16%[57.1 µM] | -7% | 1% | -4%[57.1 µM] | u
CCOc1ccc(N2C(=O)Nc3ccccc3C2(O)C(=O)NCc2ccc(C)cc2)cc1 (stereo not given) | -4.8% | -7% | -1% | 6% | 26%[57.1 µM] | -17% | -4% | 7%[57.1 µM] | -2%
CCN(CC(=O)NCc1ccc(F)cc1)C(=O)c1ccc(Cl)cc1 | -0.2% | -6% | 4% | 3% | 17% | -25% | 0% | 3% | 32%
CC(=O)Nc1ccc(OC(F)(F)Cl)cc1 | 2.0% | -1% | -7% | -7% | 5% | -4% | 0% | 0% | -2%
O=C(NCCCCCCNC(=O)OCc1ccccc1)OCc1ccccc1 | x | 1% | 0% | 17% | 21%[11.4 µM] | -2% | 0% | 13%[57.1 µM] | -3%
CCN1C(=O)c2cccc3c(S(=O)(=O)NCCc4c[nH]c5ccccc45)ccc1c23 | -0.9% | 3% | 5% | -2% | -10% | -23% | 0% | 12% | -68%
CCC(C)(C)NC(=O)CN(Cc1ccccc1Cl)C(=O)CCC(=O)Nc1cc(C)ccn1 | 0.7% | -2% | -2% | 3% | -4%[57.1 µM] | -6% | 0% | 3%[57.1 µM] | -3%
CCN(CC)c1ccc(/C=N/NC(=O)Nc2ccccc2)cc1 | -0.7% | 1% | 0% | -16% | 8% | u | -3% | 18% | -7%
COCn1c(-c2ccccc2)nc2ccccc21 | 0.0% | 3% | 9% | 16% | -6% | -14% | 0% | 8% | 0%
COc1ccc(/C=C/C(=O)Nc2ccc(-c3nnc4n3CCCCC4)cc2)c(OC)c1 | 3.3% | 2% | 0% | -30% | -10% | -26% | -9% | -10% | -31%
Cc1c(C(=O)OCC(=O)NC2CCCCC2)oc2ccccc12 | 1.1% | 6% | 1% | -2% | 5% | -11% | 1% | 5% | 1%
COC(=O)c1cc2c(=O)n3ccccc3nc2n(Cc2cccnc2)c1=N | x | -1% | 3% | -4%[56.9 µM] | 14% | -11% | -4% | 160%[activator] | x
CC(C)(C)NC(=O)C1c2ccccc2Oc2ccccc21 | 1.5% | 3% | 5% | 5% | 4% | -5% | -5% | -2% | 51%[activator]
COc1ccc(NC(=O)C2CCCN(S(C)(=O)=O)C2)cc1Cl (stereo not given) | 0.0% | 3% | -7% | -17% | 10% | -6% | -1% | 4% | 4%
